PLK1 inh: human PLK1 kinase inhibitors, primary screen, biochemical, TR-FRET. Serine/threonine-protein kinase PLK1 (Homo sapiens), P53350. recombinant PLK1 kinase, TR-FRET peptide phosphorylation. inhibition, % at 10 µM. 97,000 compounds, 0.53% hits. AID 619, 2007;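 active means inhibition of 50% or more in the single-concentration screen; inactive means inhibition below 50%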;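 further: 0% = DMSO max control and 100% = H-89 dihydrochloride min control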
CD11b adhes enh: enhancers of CD11b/CD18 adhesion to fibrinogen, primary screen, K562 cells, luminescence | Integrin beta-2 (Homo sapiens) + Integrin alpha-M (Homo sapiens), P05107+P11215 | ATPlite luminescence | activation, % at 10 µM | 93,000 compounds, 0.07% hits;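 active means 10 µM primary screen giving 50% or more activity, confirmed by 40% or more on retest at that dose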; further: strong numbers were not always called active
ERa SRC1 pot: enhancers of ERα–SRC-1 coactivator binding, primary screen, biochemical, TR-FRET, ERα LBD, low estradiol. Estrogen receptor (Homo sapiens), P03372. TR-FRET ERalpha-LBD/SRC-Cy5 coactivator binding, 2 h; 100 = basal binding, no effect. coactivator binding (% of control), % at 25.6 µM. 86,000 compounds, 1.3% hits. AID 639, 2007; in the data active means activity above about 200%;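 further: binding measured in presence of low estradiol as agonist stimulus; 0% = peptide alone without receptor and 100% = receptor with peptide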
PLK1 PBD inh: Plk1 polo box domain binding inhibitors, primary screen, biochemical, fluorescence polarization | inhibition, %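 (tested at about 20 µM)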 | Plk1 PBD phosphopeptide binding | 97,000 compounds, 0.13% hits; in the data active means inhibition above about 34%, passing the limit was not always enough
HIV Rev-RRE inh: HIV-1 Rev-RRE binding inhibitors, primary screen, biochemical, FRET, protein-RNA interaction; P05866; Rev peptide-RRE RNA binding; inhibition, % at 8 µM; 97,000 compounds, 0.79% hits; AID 704, 2007;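 active means inhibition above the screen-wide mean plus 3 SD, cut at about 35% in these data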;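 further: 0% = median DMSO wells and 100% = median Neomycin B control wells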
Target sequence (P05866 whole entry, looked up): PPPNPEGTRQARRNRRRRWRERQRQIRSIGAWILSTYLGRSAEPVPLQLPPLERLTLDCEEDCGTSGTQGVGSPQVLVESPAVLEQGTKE
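Test system: Cy5-tagged RRE RNA duplex with fluorescein-tagged Rev peptide | Read-out: % inhibition of FRET ratio versus controls | Probe or stimulus: Labelled Rev peptide | Incubation: 5 min RNA-compound premix plus 15 min binding step, 25 °C | Technique: FRET fluorescence readout | Benchmarks: DMSO low control, neomycin B high control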
ERb SRC1 inh: inhibitors of ERβ-SRC1 coactivator interaction, primary screen, biochemical, TR-FRET, ERβ LBD, SRC-1 peptide; Estrogen receptor beta (Homo sapiens), Q92731; TR-FRET ER-beta LBD / SRC1-Cy5 peptide binding; receptor agonist-loaded with 1 µM estradiol; inhibition, % at 25.6 µM; 86,000 compounds, 1.3% hits; AID 633, 2007;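 active means compounds whose percent inhibition of the receptor-coactivator binding signal exceeds about 50% in the single-dose screen, limit read from the data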;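 further: 0% = receptor plus peptide wells without compound and 100% = peptide-only wells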
Target sequence (Q92731 whole entry, looked up, the tested form may be a part): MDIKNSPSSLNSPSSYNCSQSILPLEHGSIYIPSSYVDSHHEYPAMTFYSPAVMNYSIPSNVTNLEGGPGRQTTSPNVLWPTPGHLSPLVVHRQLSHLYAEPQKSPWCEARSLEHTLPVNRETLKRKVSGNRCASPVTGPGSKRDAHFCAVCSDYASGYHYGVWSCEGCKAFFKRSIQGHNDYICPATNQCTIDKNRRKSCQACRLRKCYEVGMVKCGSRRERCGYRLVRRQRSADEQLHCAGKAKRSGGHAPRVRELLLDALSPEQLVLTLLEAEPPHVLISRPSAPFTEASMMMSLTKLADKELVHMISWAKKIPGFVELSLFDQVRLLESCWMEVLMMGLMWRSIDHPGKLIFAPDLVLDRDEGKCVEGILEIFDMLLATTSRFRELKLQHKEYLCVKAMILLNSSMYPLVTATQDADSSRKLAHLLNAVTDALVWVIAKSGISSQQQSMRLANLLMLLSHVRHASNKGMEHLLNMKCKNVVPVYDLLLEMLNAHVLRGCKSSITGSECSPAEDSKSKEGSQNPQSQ
ERa coact inh: ERα–SRC-1 coactivator interaction inhibitors, primary screen, biochemical, TR-FRET, ERα LBD, estradiol-bound; Estrogen receptor (Homo sapiens), P03372; TR-FRET ER-alpha LBD / SRC-1 peptide; inhibition, % at 25.6 µM; 86,000 compounds, 1.7% hits; AID 629, 2007; in the data active means inhibition above about 50%;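 further: 0% = receptor plus peptide control and 100% = peptide only without receptor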
CD11b adhes inh: inhibitors of CD11b/CD18 adhesion to fibrinogen, primary screen, K562 cells, luminescence; ATPlite luminescence; Mn2+ added to activate the integrin; AID 1497, 2009; 93,000 compounds, 0.54% hits; inhibition, % at 10 µM; Integrin beta-2 (Homo sapiens) + Integrin alpha-M (Homo sapiens), P05107+P11215;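 active means primary inhibition of 50% or more at 10 µM, then 40% or more on retest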; further: some results filed as inactive read as strong as hits
FAK inh: FAK kinase inhibitors, primary screen, biochemical | 97,000 compounds, 0.84% hits | inhibition, %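 (tested at 7 µM)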 | Focal adhesion kinase 1 (Homo sapiens), Q05397 | biochemical FAK kinase activity assay; in the data active means inhibition above about 19%;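 further: 0% = DMSO and 100% = reference compound high control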
An asterisk follows results filed as active; · = not tested or not shown; [ ] = another dose, or the depositor's remark.

SMILES | PLK1 inh | CD11b adhes enh | ERa SRC1 pot | PLK1 PBD inh | HIV Rev-RRE inh | ERb SRC1 inh | ERa coact inh | CD11b adhes inh | FAK inh
COc1ccc(Cl)cc1NC(=O)c1c(-c2ccccc2)noc1C | -14 | 2 | 108 | 4 | 4 | -4 | -2 | -7 | 2
C=CCn1c(SCC(=O)Nc2nccs2)nnc1-c1ccco1 | 7 | · | 97 | 22 | -3 | -2 | 0 | · | 1
O=C1NC(=O)c2cc(NC(=O)C3CCCCC3)ccc21 | -3 | 0 | 111[fluorescence artefact?] | -18 | -2 | -8 | -10 | -15 | 3
COc1cccc(C2/C(=C(/O)c3ccncc3)C(=O)C(=O)N2CCCN(C)C)c1 (stereo not drawn) | · | -2 | 133 | · | · | 10 | -6 | 2 | ·
CCOc1ccc(N(CC(=O)Nc2nccs2)S(=O)(=O)c2c(C)noc2C)cc1 | -10 | -6 | 85 | -26 | 15 | 3 | -2 | -18 | 2
CC(=O)C1CCN(Cc2ccccc2)CC1 | -4 | -2 | 95 | 15 | 8 | 0 | 6 | -25 | -2
CC1Cc2ccccc2N1C(=O)c1cnsn1 (stereo not drawn) | 12 | 1 | 93 | -10 | 2 | -3 | 2 | 0 | 1
Cc1ccc(N2C(=O)S/C(=C/c3cn(C)c4ccccc34)C2=O)cc1 | -8 | 0 | · | 5 | -1 | · | · | -4 | 0
COc1ccc(C(=O)NC(C)c2nnc(SCC(=O)Nc3nc(C)cs3)n2C)cc1 (stereo not drawn) | -4 | -2 | 105 | 17 | 5 | -7 | 0 | -6 | -1
CCOC(=O)c1c(C2COc3ccccc3O2)csc1NC(=O)c1ccccc1 (stereo not drawn) | -143 | -2 | 120[fluorescence artefact?] | 10 | 18 | -4 | -5 | -7 | -2
O=C1c2ccccc2C(=O)N1CCn1nc(Cl)nc1Cl | · | 5 | 118 | · | · | 59*[fluorescence artefact?] | -13 | -5 | ·
C/C(=N\NC(=O)c1ccccc1)c1ccc(N2CCOCC2)cc1 | -3 | -4 | · | 2 | 9 | · | · | -4 | -1
CCCCn1c(SCC(=O)c2ccc(OC)cc2OC)nc2cc(S(N)(=O)=O)ccc21 | -11 | 52 | 163[fluorescence artefact?] | -3 | -2 | 33 | 42 | -14 | 11
O=C(Cc1ccc(Cl)cc1)N/N=C1\CCCc2ccccc21 | 2 | · | · | -23 | 11 | · | · | · | 1
COc1ccc(N2CSC3=C(C#N)C(c4cccs4)CC(=O)N3C2)cc1 (stereo not drawn) | -13 | -2 | 69[fluorescence artefact?] | -5 | 2 | 41 | 54*[fluorescence artefact?] | 8 | -3
Cc1cccc(NC(=O)c2cc(S(=O)(=O)NCc3ccco3)ccc2F)c1C | -10 | 1 | 116 | -46 | 2 | -3 | -6 | 0 | -4
CCOC(=O)N1CCC(NC(=O)c2cc(C(=O)NCC(OC)OC)ccc2CO)CC1 | 10 | -2 | 96 | 4 | 11 | -8 | -1 | -17 | 1
CCOC(=O)c1ccccc1NC(=O)N1CCn2c(C)ccc2C1CC (stereo not drawn) | 2 | -3 | 99 | -2 | 14 | 0[fluorescence artefact?] | 14[fluorescence artefact?] | -7 | 0
CCOC(=O)N1CCN(C(=O)C2CC(c3ccc(F)cc3)=NO2)CC1 (stereo not drawn) | 0 | 0 | 106 | 20 | -3 | -13 | -3 | -28 | 0
Cn1c(N)c(C(=O)COC(=O)C2(c3ccc(Cl)cc3)CCCC2)c(=O)n(C)c1=O | -9 | 1 | 99 | 3 | 17 | -2 | -1 | 11 | 1
Cc1cccc(C(=O)Nc2ccc(C)c(OC(=O)c3cccc(C)c3)c2)c1 | 0 | -2 | · | 0 | 18 | · | · | 3 | 8
COc1ccc(C(=O)OCCN2C(=O)c3ccccc3C2=O)cc1 | 1 | 7 | · | -8 | 4 | · | · | -1 | -1
CCCCN(C)C(=O)c1ccc(CS(=O)(=O)c2ccccc2C)o1 | 1 | · | 108 | -16 | 1 | -3[fluorescence artefact?] | -4 | · | -1
O=C(Cn1c(CC(=O)N2CCOCC2)nc2ccccc21)Nc1ccc2c(c1)OC(F)(F)O2 | 1 | 0 | 114 | -18 | 12 | -15 | -9 | 0 | -2
COCCn1nc2cc(C(=O)NCC34CC5CC(CC(C5)C3)C4)ccc2c1OC | -5 | · | · | 7 | -2 | · | · | · | 0
Following part.
SMILES | PLK1 inh | CD11b adhes enh | ERa SRC1 pot | PLK1 PBD inh | HIV Rev-RRE inh | ERb SRC1 inh | ERa coact inh | CD11b adhes inh | FAK inh
CC(=O)Nc1cccc(N2CCCC2=O)c1 | -11 | 1 | 93 | -3 | 5 | 9[fluorescence artefact?] | -5 | -7 | 0
Cc1cc(C)nc(SCC(=O)Nc2ccc(N3CCOCC3)cc2)n1 | -9 | 1 | 110 | -3 | 2 | 6 | -3 | -13 | 1
CC1=C(C(=O)OCCOC(C)C)C(c2cccnc2)C2=C(CCCC2=O)N1 (stereo not drawn) | 9 | 9 | 117[fluorescence artefact?] | 7 | 0 | 0[fluorescence artefact?] | -5[fluorescence artefact?] | -15 | -8
CCOC(=O)c1[nH]c(C)c(C(=O)Nc2ccc(C)c(F)c2)c1C | · | 2 | 103 | · | · | 0 | -6 | -1 | ·
COc1ccc(OC)c(NC(=O)C(=O)/C=C(\O)c2cc(OC)ccc2OC)c1 | -7 | -2 | · | 12 | -1 | · | · | -2 | -5
COc1cccc(-c2cc(C(=O)Nc3c(C)nn(Cc4ccccc4C)c3C)no2)c1 | -2 | 1 | 140[fluorescence artefact?] | 12 | -2 | 13 | 23 | -4 | -2
Cc1ccc(C(=O)c2ccccc2C(=O)O)c(O)c1 | -6 | -5 | 103 | -6 | 8 | -1 | 6 | -6 | 2
Cc1ccc2c(c1)nnn2C1CCN(S(=O)(=O)c2cccc(S(=O)(=O)N(C)C)c2)CC1 | -2 | 1 | 117 | -15 | 10 | -1 | -4 | -4 | -1
COc1ccc(NC(=O)C23CCC(C2)C(C)(C)C3=O)cc1 (stereo not drawn) | -5 | 7 | 120[fluorescence artefact?] | 10 | -2 | -7 | -10 | -16 | 1
O=C1c2ccccc2C(=O)N1CCCn1nnc(-c2ccc(N3CCOCC3)cc2)n1 | -4 | -7 | 115 | -14 | 2 | 3 | -2 | 1 | -2
COc1cc(C(=O)NCCCNc2nc3cc(C)cc(C)c3cc2C#N)cc(OC)c1OC | -12 | · | 74 | 10 | 3 | 3[fluorescence artefact?] | 0 | · | 0
O=c1c2ccccc2nc(-c2ccc(Cl)cc2Cl)n1CCCn1ccnc1 | -5 | 3 | 109 | 4 | 4 | -6 | -3 | 6 | 6
COc1cccc(C2=NOC(C(=O)NCc3ccco3)C2)c1 (stereo not drawn) | 4 | · | 101 | -6 | 0 | -4 | -5 | · | 7
COc1ccc(Nc2nc(N)nc(CSc3n[nH]c(-c4ccccc4)n3)n2)cc1 | 8 | 2 | · | -21 | 7 | · | · | 17 | 3
C=CCN1C(=O)C(O)(CC(=O)c2ccc(OC)cc2OC)c2cc(Br)ccc21 (stereo not drawn) | -11 | 2 | 107 | 8 | 8 | 2[fluorescence artefact?] | 1 | -1 | 1
CCOC(=O)CSc1nnc(-c2ccco2)n1C | -9 | 0 | 122 | -12 | 6 | 9 | -4 | -4 | -1
O=C(CSc1nnc(COc2ccc(F)cc2)o1)N1c2ccccc2CCc2ccccc21 | · | 2 | 114 | · | · | -4 | 2 | 25 | ·
O=C1SC(SCc2ccccc2)=N/C1=C\c1ccco1 | -9 | 17 | 103 | -15 | 14 | -13 | -13 | 4 | 2
COc1cc2c3nnc(-c4ccc(F)cc4)c-3cn(Cc3cccc(C)c3)c2cc1OC | -31 | -2 | 366*[fluorescence artefact?] | -12 | 20 | 29[fluorescence artefact?] | 18[fluorescence artefact?] | 3 | 6
Cc1c(C(=O)/C=C/c2cccs2)oc2ccc(F)cc12 | 0 | -4 | 81 | -1 | 13 | 8 | -6 | 25 | -3
c1ccc(Cn2nnc3c(N4CCc5ccccc5C4)ncnc32)cc1 | 3 | · | 68 | -16 | 11 | -7 | 26 | · | 0
CC(=O)N1CCc2cc(S(=O)(=O)NCCC(=O)N3CCN(Cc4ccccc4)CC3)ccc21 | -7 | -1 | 135 | 25 | 7 | -3[fluorescence artefact?] | -3[fluorescence artefact?] | -1 | 0
COCCNC(=O)C(c1ccco1)N(C(=O)Cn1nnc2ccccc21)c1cccc(C)c1C (stereo not drawn) | -6 | 16 | 104[fluorescence artefact?] | -16 | -2 | 5 | -3 | -41 | -3
C=C(C)Cn1c(CCCNC(=O)CCC)nc2ccccc21 | · | 7 | 95 | · | · | -3[fluorescence artefact?] | 3[fluorescence artefact?] | -13 | ·
CCOC(=O)N1CCN(C(=O)C2CCCN(S(C)(=O)=O)C2)CC1 (stereo not drawn) | -1 | -2 | 106 | -23 | 4 | 37 | 22 | -8 | -1

Entries of single compounds, quoted from the list. Order of screens: PLK1 inh	CD11b adhes enh	ERa SRC1 pot	PLK1 PBD inh	HIV Rev-RRE inh	ERb SRC1 inh	ERa coact inh	CD11b adhes inh	FAK inh
`COc1cc2c3nnc(-c4ccc(F)cc4)c-3cn(Cc3cccc(C)c3)c2cc1OC` as listed: -31	-2	366*[fluorescence artefact?]	-12	20	29[fluorescence artefact?]	18[fluorescence artefact?]	3	6
`COc1ccc(Nc2nc(N)nc(CSc3n[nH]c(-c4ccccc4)n3)n2)cc1` as listed: 8	2	·	-21	7	·	·	17	3
`CCOC(=O)CSc1nnc(-c2ccco2)n1C` as listed: -9	0	122	-12	6	9	-4	-4	-1
`COc1cc(C(=O)NCCCNc2nc3cc(C)cc(C)c3cc2C#N)cc(OC)c1OC` as listed: -12	·	74	10	3	3[fluorescence artefact?]	0	·	0

New compounds follow
SMILES | PLK1 inh | CD11b adhes enh | ERa SRC1 pot | PLK1 PBD inh | HIV Rev-RRE inh | ERb SRC1 inh | ERa coact inh | CD11b adhes inh | FAK inh
CCC(CC)C(=O)Nc1ccc(Cl)c(Cl)c1 | -4 | -1 | 98 | -11 | 2 | -3[fluorescence artefact?] | 7[fluorescence artefact?] | -3 | 6
O=C(OC1CCN(c2ncc(C(F)(F)F)cc2Cl)CC1)c1ccccc1 | -11 | 10 | · | -19 | 15 | · | · | 0 | 3
Cc1cc(C)cc(-n2nnnc2SCC(=O)Nc2nc(-c3ccc(F)cc3)cs2)c1 | 1 | · | · | 12 | 5 | · | · | · | 10
Cc1ccc(OCC(=O)Nc2cccc3c2CCCC3)cc1C | -4 | · | · | 27 | 8 | · | · | · | -2
Cc1cc(C(=O)CSc2nnc(N)s2)c(C)n1CCc1ccc(F)cc1 | -4 | -6 | · | 6 | 4 | · | · | 10 | 0
Cc1ccc(N2CC(C(=O)N3CCc4ccccc4C3)CC2=O)cc1 (stereo not drawn) | -2 | 8 | 92 | 10 | 16 | 14[fluorescence artefact?] | 12 | -13 | -3
Cc1ccccc1Cc1c(C)nc2c(C(=O)N3CCN(Cc4ccc5c(c4)OCO5)CC3)cnn2c1C | -13 | · | 97 | 2 | 4 | -7 | -8 | · | -2
